# N370S GC: inhibits or activates N370S mutant glucocerebrosidase | actives 0.092% (n = 330,000) | AID 2101 | Potency, µM (titrated, usually from 59.4 µM), without a hit: top-dose activity change, negative = inhibition, hits mostly inhibitors | P04062 | N370S GC spleen homogenate, 4MU-glucoside fluorescence;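 note: 0% = full enzyme activity and -100% = no enzyme basal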
# FEN1 inh: human FEN1 inhibition; P39748; Recombinant FEN1 flap cleavage, fluorescence, 15 min; Potency, µM (highest dose often 114 µM), for inactives: at the highest dose activity change, negative = inhibition, actives largely listed as inhibitors; actives 0.35% (n = 390,000); AID 588795; note: nearly all actives have a fitted effect of over 65% in size
# Target sequence (P39748 whole entry, looked up): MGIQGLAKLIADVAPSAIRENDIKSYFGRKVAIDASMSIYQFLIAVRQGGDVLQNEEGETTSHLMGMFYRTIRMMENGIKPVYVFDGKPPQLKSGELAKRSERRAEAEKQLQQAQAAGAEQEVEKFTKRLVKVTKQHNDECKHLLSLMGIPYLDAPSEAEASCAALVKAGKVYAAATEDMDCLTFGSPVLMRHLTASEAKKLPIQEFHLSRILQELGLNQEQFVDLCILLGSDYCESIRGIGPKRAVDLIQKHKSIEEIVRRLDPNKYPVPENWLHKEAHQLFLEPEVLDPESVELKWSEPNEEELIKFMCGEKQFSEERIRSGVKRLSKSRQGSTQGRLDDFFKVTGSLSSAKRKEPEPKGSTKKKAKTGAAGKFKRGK
#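 Potency values derive from four-parameter Hill fits of normalized qHTS data. The reaction used 10 nM FEN1 preincubated 15 min at room temperature with compound, then 50 nM DNA substrate, read at 0 and 15 min.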
# DT40 TDP1 CPT: DT40-hTDP1 cell growth loss with CPT. AID 686979. actives 12% (n = 420,000). chicken DT40 Tdp1-/-;hTDP1 cells + 20 nM CPT, ATP luminescence, 48 h. Potency, µM (top dose mostly 46.2 µM), for inactives: at the top dose activity change, negative = growth inhibition, most hits filed as inhibitors; note: nearly all actives have a fitted effect of over 55% in size
#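 Cell growth measured by CellTiter-Glo luminescence after a minimum 48 h, 37 C compound exposure with 20 nM CPT in Tdp1-knockout DT40 cells stably expressing hTDP1, seeded 400/well; qHTS titration format.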
# * marks the source's active call; other numbers are inactive results; ? = inconclusive; · = not tested or not shown; & = joins results of further samples. Calls come from the whole dose curve; as a rule, active = well fitted curve in the direction sought with a large enough effect; inconclusive = small, poorly fitted or top-dose-only effect, or another doubt; inactive = no such curve, though single readings can be large; an effect the other way counts as inactive or inconclusive. Unless noted, % is set by controls: 0 for no effect and ±100 for the full control effect; potency is the fitted concentration of half-maximal effect.
# Start of the data: the first two records, to show the layout:
cpd	structure	N370S GC	FEN1 inh	DT40 TDP1 CPT
1	c1ccc(C2CSc3ccccc3N2)cc1 (stereo not drawn)	-14%	-15%	-24%
2	CC(=O)NCCC(=O)N1CCc2c([nH]c3ccccc23)C1c1cccc(Cl)c1 (stereo not drawn)	-8%	11%	?

# Results, from the start:
cpd	structure	N370S GC	FEN1 inh	DT40 TDP1 CPT
1	c1ccc(C2CSc3ccccc3N2)cc1 (stereo not drawn)	-14%	-15%	-24%
2	CC(=O)NCCC(=O)N1CCc2c([nH]c3ccccc23)C1c1cccc(Cl)c1 (stereo not drawn)	-8%	11%	?
3	CCCOc1ccc(C(=O)NCC(c2ccco2)N(C)C)cc1 (stereo not drawn)	7%	1%	3%
4	CC(C)C(C)NC(=O)COc1ccc(-c2ccccc2)cc1 (stereo not drawn)	-5%	-4%	18µM*
5	Cc1ccc(NC(=O)CCN2CCN(C/C=C/c3ccccc3)CC2)cc1	-1%	-1%	?
6	Cn1c(-c2ccc3c(c2)OCO3)cnc1NCc1ccccc1	-14%	6%	21µM*
7	Cc1ccc(NC(=O)CSc2ccc3nnc(CCNC(=O)c4ccccc4)n3n2)c(C)c1	14%	9%	-2%
8	Clc1ccccc1-c1nc2ccccc2c2nc3ccccc3n12	4%	-7%	?
9	O=C(NC(C(=O)c1ccccc1)N1CCCCC1)c1ccccc1 (stereo not drawn)	4%	-13%	-2%
10	O=C(CCc1ccccc1)NC1C2CC3CC(C2)CC1C3 (stereo not drawn)	-3%	-6%	-14%
11	Cc1ccc(NC(=O)C2CCN(c3cc(C)nc4c(-c5ccc(Cl)cc5)c(C)nn34)CC2)c(C)c1	·	-6%	4%
12	Cn1c(=S)[nH]c2c(c1=O)C(C)(C)Cc1ccccc1-2	7%	-10%	?

# A few values from above:
# Reading for `c1ccc(C2CSc3ccccc3N2)cc1` (stereo not drawn) under N370S GC: -14%
# Reading for `O=C(NC(C(=O)c1ccccc1)N1CCCCC1)c1ccccc1` (stereo not drawn) under N370S GC: 4%

# Additional entries.
cpd	structure	N370S GC	FEN1 inh	DT40 TDP1 CPT
13	Cc1ccc(N2CC(NC(=O)c3cccs3)CC2=O)cc1 (stereo not drawn)	·	-5%	-3%
14	O=S(=O)([O-])C/C(=C\c1ccc(Cl)cc1)c1cc[n+](CCO)cc1	-15%	1%	2%
15	CCc1ccccc1NC(=S)N(CCCN(C)C)Cc1cc2cc3c(cc2[nH]c1=O)OCO3	5%	5%	0%
16	Cc1cnc(-c2nnc(N(C)C(=O)C3CCOC3)s2)cn1 (stereo not drawn)	-11%	-9%	0%
17	O=C(c1ccc(S(=O)(=O)N2CCCCCC2)cc1)N1CCCC(C(F)(F)F)C1 (stereo not drawn)	-7%	-13%	?
18	COC(=O)c1ccc(C23CC4(C2)[C@H](CN(Cc2ccc(-c5ccccc5)cc2)[C@@H]4c2ccccc2)C3c2ccccc2)cc1 (stereo partly drawn)	0%&-9%	7%	-20%
19	CCCCN(C(=O)C1CCC1)c1c(N)n(CCC)c(=O)[nH]c1=O	-1%	-5%	-10%
20	CNC(=O)COc1coc(CN2CCN(C(=O)c3ccco3)CC2)cc1=O	-6%	3%	-10%
21	CN(C)c1ccc(C=Nc2cnc3ccccc3c2)cc1	·	4%	?
22	COc1ccc2oc(C(=O)N3CCN(c4ncccn4)CC3)c(C)c2c1	-1%	-3%	-30%
23	Nc1ccccc1Sc1ccccc1[N+](=O)[O-]	-14%	16%	-5%
24	COc1ccc(S(=O)(=O)N(CCCN2CCOCC2)Cc2cccc(OC)c2OC)cc1	-8%	9%	-24%
25	CN1C(=O)C(O)(C2COC(C)(C)CC2=O)c2cc(Br)ccc21 (stereo not drawn)	4%	-11%	5.8µM*
26	COC(=O)[C@]1(Cc2ccccc2)N[C@H](CN(C)C(=O)c2ccc(C)cc2)[C@@H]2C(=O)N(C)C(=O)[C@@H]21	·	16%	-22%
27	Cc1nnc(SCc2cc(=O)[nH]c(/N=C(\N)Nc3ccccc3Sc3ccccc3)n2)s1	14%	-2%	-5%
28	CC(C)c1ccc(-c2noc(SCC(=O)N3CCN(c4ccccc4F)CC3)n2)cc1	·	2%	23µM*
29	Cc1ccc(C)c(N2CCN(C(=O)CCS(=O)(=O)c3ccc4c(c3)NC(=O)C(C)S4)CC2)c1 (stereo not drawn)	1%	-8%	23µM*
30	CCN(CC(=O)Nc1ccc2c(c1)OCCO2)CC(=O)Nc1ccc(C)c(S(=O)(=O)N(C)C)c1	·	-13%	-6%
31	CN(C(=O)COC(=O)c1nn(C)c(=O)c2ccccc12)c1c(N)n(Cc2ccccc2)c(=O)[nH]c1=O	-18%	-1%	-1%
32	N#Cc1ccccc1NC(=O)COC(=O)/C=C/c1ccc(S(=O)(=O)N2CCOCC2)cc1	·	-5%	6%
33	Cn1cc(C(=O)c2ccc(Cl)cc2)cc1-c1nc2ccccc2n1C	21%	-18%	13µM*
34	Cc1ccc(N2C(=O)CC(N3CCN(c4ccccn4)CC3)C2=O)cc1 (stereo not drawn)	-7%	-3%	-8%
35	O=C(Nn1cnnc1)c1cc(-c2cccc(Br)c2)nc2ccccc12	-4%	-10%	-28%
36	CC1CCN(S(=O)(=O)c2ccc(NC(=O)C3CCN(C(=O)c4ccco4)CC3)cc2)CC1	-8%	2%	?
37	COc1ccc(C(OC(=O)c2ccco2)C(=O)NCc2ccc(C)cc2)cc1 (stereo not drawn)	10%	1%	-11%
38	Cc1ccc(C)c(N2CCN(C(=O)CCCCCn3c(=O)[nH]c4ccccc4c3=O)CC2)c1	·	-19%	?
39	COc1cccc2[nH]c3c(Cl)ncnc3c12	7%	-20%	-20%
40	Cc1ccccc1CN1C(=O)c2ccccc2Sc2ccc(C(=O)N3CCCC3)cc21	·	-22%	21µM*
41	COc1ccc2cc(C(=O)NCCO)sc(=O)c2c1OC	-3%	-1%	-1%
42	Cc1ccc(S(=O)(=O)N2CC=C(C(=O)NCCC(C)C)CC2)cc1	4%	-1%	-4%
43	COc1ccc2c(c1)C(C)CC(C)(C)N2C(=O)NC1CCCCC1 (stereo not drawn)	-1%	-6%	?
44	COCCOC(=O)c1cc(C(=O)c2cc(F)ccc2O)coc1=N	15%	-4%	-23%
45	COc1cc(NS(=O)(=O)c2ccc(N/C=C(\C=O)c3nc4ccccc4o3)cc2)nc(OC)n1	-3%	-2%	18%
46	COc1ccccc1-c1nc(SCC(=O)O)n[nH]1	3%	2%	-1%
47	O=C1C(Cl)=C(NC(=O)c2ccccc2)C(=O)C(Cl)=C1NC(=O)c1ccccc1	-21%	79µM*	1.3µM*
48	COc1ccc(CCn2c(=S)[nH]c3ccc(N4CCOCC4)cc3c2=O)cc1OC	0%	0%	-2%
49	Cc1cnc(NC(=O)C(C)N2C(=O)C3CC=CCC3C2=O)s1 (stereo not drawn)	4%	-12%	12%
50	O=[N+]([O-])c1ccc(SCCO)nc1SCCO	2%	-6%	15%
51	NS(=O)(=O)c1ccc(NCc2cc(Cl)ccc2OCc2ccc(F)cc2)cc1	-1%	-2%	?
52	Cc1cc(/C=C2/C(=N)N3C(=NC2=O)SN=C3S(C)(=O)=O)c(C)n1-c1ccccc1F	3%	-9%	20%
53	O=C(O)CN1C(=O)/C(=C\c2cccc(OCc3ccccc3)c2)SC1=S	8%	-15%	-3%
54	COc1ccc(N(CC(=O)NCc2ccc(F)cc2)C(=O)c2snc(C(N)=O)c2N)cc1OC	5%	2%	4%
55	COc1ccc(-c2nc[nH]c2[N+](=O)[O-])cc1	-9%	-6%	13%
56	O=C(CNC(=O)C1CCCCC1)NC1CCCCC1	-3%	7%	-8%
57	CCOC(=O)C1=C(C)N(CCCC(=O)NCc2ccc3c(c2)OCO3)C(=O)NC1c1ccc(Br)cc1 (stereo not drawn)	-6%	3%	?
58	Cc1nc2ccc(S(=O)(=O)NCC(=O)Nc3ccc(F)cc3F)cc2s1	·	16%	17%
59	CCCNC(=O)c1ccc2nc(-c3ccccc3)c(-c3ccccc3)nc2c1	3%	-8%	?
60	COc1cccc(NC(=O)CN(C)C(=O)Cc2c(C)nc3ccccc3c2C)c1	·	-22%	?
61	O=c1cc(-c2ccccc2Cl)oc2c(NS(=O)(=O)c3ccccc3C(F)(F)F)ccc(O)c12	15%	-3%	-26%
62	CC1CN(c2cc(=O)n(-c3cccc(Br)c3)c(=O)[nH]2)CC(C)O1 (stereo not drawn)	-6%	19%	-12%
63	COc1ccc(Cl)cc1NC(=O)C(C)N(C)Cc1ccc(C(F)(F)F)cc1 (stereo not drawn)	18%	-11%	-30%
64	Cc1nn(CC(=O)NCCc2cccs2)c(=O)c2nn(-c3ccccc3)c(C)c12	26%	18%	-6%
65	CCCCSc1nc(O)cc(=O)n1CC	3%	-5%	-1%
66	COc1ccc(-c2nc3cnc(N(C)C)nc3n(CCc3ccccc3)c2=O)cc1	5%	·	24%
67	CN(C)c1ccc(C=Nc2ccc(/C=C3\C=Cc4ccccc43)cc2)cc1	·	-5%	-29%
68	COC(=O)c1sc2ccccc2c1S(=O)(=O)N1CCN(c2ccc(C(C)=O)cc2)CC1	·	11%	16µM*
69	Cc1ccc(OC(=O)CSc2nnc(-c3cccs3)o2)c(C)c1	·	-5%	3%
70	CN(C)C(=O)CCc1ccc2c3c([nH]c2c1)[C@]1(C)[C@@H](C(=O)N2CCCCC2)C[C@H](CC(=O)NCCN2CCOCC2)C(=O)N1CC3	·	2%	3%
71	N#Cc1c(NC(=O)C(=O)NCCCN2CCOCC2)sc2c1CCC2	-5%	4%	-3%
72	COc1cccc(CNC(=O)C(C)n2ccc3cc(S(=O)(=O)N4CCCC4)ccc32)c1 (stereo not drawn)	2%	-4%	?

# Rewritten as labelled records: entries from further up.
67. CN(C)c1ccc(C=Nc2ccc(/C=C3\C=Cc4ccccc43)cc2)cc1
  N370S GC: ·; FEN1 inh: -5%; DT40 TDP1 CPT: -29%

68. COC(=O)c1sc2ccccc2c1S(=O)(=O)N1CCN(c2ccc(C(C)=O)cc2)CC1
  N370S GC: ·; FEN1 inh: 11%; DT40 TDP1 CPT: 16µM*

69. Cc1ccc(OC(=O)CSc2nnc(-c3cccs3)o2)c(C)c1
  N370S GC: ·; FEN1 inh: -5%; DT40 TDP1 CPT: 3%

70. CN(C)C(=O)CCc1ccc2c3c([nH]c2c1)[C@]1(C)[C@@H](C(=O)N2CCCCC2)C[C@H](CC(=O)NCCN2CCOCC2)C(=O)N1CC3
  N370S GC: ·; FEN1 inh: 2%; DT40 TDP1 CPT: 3%

# (listing goes on)
cpd	structure	N370S GC	FEN1 inh	DT40 TDP1 CPT
73	Cc1ccc2nc(/C(C#N)=C/c3ccccc3F)[nH]c2c1	·	-23%	?
74	Cc1cc(NC(=O)Cn2cnc3sc(C)c(-c4ccccc4)c3c2=O)no1	-8%	-9%	-1%
75	COc1ccc2[nH]cc(S(=O)(=O)c3ccc(C)c(C)c3)c(=O)c2c1	·	0%	-13%
76	Cc1nc2cc(NC(=O)N3c4ccccc4CC3C)ccc2n1C (stereo not drawn)	-1%	-9%	-27%
77	C/C(=N\NC(=O)c1cccnc1)c1cc2ccccc2o1	-9%	-3%	6%
78	COc1ccc(-n2c(=O)c3ccccc3n(CC(=O)OCc3ccccc3)c2=O)cc1OC	1%	-3%	1%
79	COc1ccc(C2=NN(CCC(=O)NC3CCC(C)CC3)C(=O)CC2)cc1 (stereo not drawn)	?	-2%	6%
80	CN(CC(=O)Nc1cccc(S(=O)(=O)N2CCOCC2)c1)CC(=O)Nc1ccc(Cl)c(C(F)(F)F)c1	-11%	-4%	15µM*
81	CC1CN(S(=O)(=O)c2ccc(C(=O)N(CCCN(C)C)c3nc4c(Cl)cccc4s3)cc2)CC(C)O1 (stereo not drawn)	11%	-21%	-29%
82	COCCNC(=O)CN1C(=O)NC(c2ccccc2)(c2ccccc2)C1=O	-2%	4%	-1%
83	O=C(CSc1nccc(=O)[nH]1)N1N=C2/C(=C/c3ccco3)CCCC2C1c1ccco1 (stereo not drawn)	4%	-2%	1%
84	COc1ccc(/C=C/C(=O)O)cc1COc1ccccc1C	-16%	3%	-15%
85	Cc1ccc(NC(=O)CSc2sc3c(O)cc(=O)[nH]c3c2C#N)c(F)c1	-5%	-5%	-5%
86	CC(C)OC(=O)c1cccc(NC(=O)Cn2nnc3sc4c(c3c2=O)CCCC4)c1	·	-15%	?
87	COc1ccc(C(=O)Nc2ccc3nc(SCC(=O)N4CCc5ccccc54)sc3c2)cc1	·	2%	2.9µM*
88	CC(NC(=O)COC(=O)c1ccc(Cl)cc1O)c1ccc(F)cc1 (stereo not drawn)	16%	7%	3%
89	CC(=O)Nc1ccc(NC(=O)c2ccc(Cl)c(S(=O)(=O)N3CCc4ccccc43)c2)cc1	·	0%	?
90	COc1cc(NC(=O)Nc2cc(C)on2)cc(OC)c1OC	-1%	-18%	3%
91	Cc1cc(C)cc(OCC(=O)Nc2ccc(-c3nc4ncccc4o3)cc2C)c1	·	0%	-4%
92	CC(c1ccccc1)N1CCn2c(nc3cc(NC(=O)c4cccs4)ccc32)C1 (stereo not drawn)	-2%	-7%	26µM*
93	CCC(=O)N(Cc1ccco1)c1nc(-c2cc(OC)ccc2OC)cs1	5%	-19%	-15%
94	CN1CCN(CC(=O)N(Cc2c(C#N)c3ccccc3n2C)c2ccccc2)CC1	2%	-6%	-19%

# Not all compounds are listed. The share of hits here may be higher or lower than overall.
